Bioassay records: PubChem BioAssay, several laboratories
TNF necrop inh: blocks TNF-alpha induced death of Jurkat FADD-/- cells | 0.068% of 220,000 active | Jurkat FADD-/- TNF necroptosis rescue, ATP luminescence, 24 h; 0 = TNF only, 100 = no-TNF cells | activation (protection from cell death), % at 10 µM;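 active means activation, meaning protection from cell death, of at least 50% relative to plate controls; inactive means activation below 50%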;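 further: necroptosis triggered by 40 ng/mL TNF-alpha added together with compound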
Hck Nef HTS: inhibitors of human Hck kinase activated by Nef; P08631; Recombinant Hck-YEEI plus Nef, Z-Lyte FRET kinase assay; inhibition, % at 20 µM; 0.68% of 220,000 active; AID 463187;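 active means Hck-Nef kinase inhibition above about 50%, limit read from the data; inactive means inhibition below that limit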;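 further: 0% = DMSO with Hck plus Nef and 100% = Hck alone without Nef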
Target sequence (P08631 whole entry, looked up): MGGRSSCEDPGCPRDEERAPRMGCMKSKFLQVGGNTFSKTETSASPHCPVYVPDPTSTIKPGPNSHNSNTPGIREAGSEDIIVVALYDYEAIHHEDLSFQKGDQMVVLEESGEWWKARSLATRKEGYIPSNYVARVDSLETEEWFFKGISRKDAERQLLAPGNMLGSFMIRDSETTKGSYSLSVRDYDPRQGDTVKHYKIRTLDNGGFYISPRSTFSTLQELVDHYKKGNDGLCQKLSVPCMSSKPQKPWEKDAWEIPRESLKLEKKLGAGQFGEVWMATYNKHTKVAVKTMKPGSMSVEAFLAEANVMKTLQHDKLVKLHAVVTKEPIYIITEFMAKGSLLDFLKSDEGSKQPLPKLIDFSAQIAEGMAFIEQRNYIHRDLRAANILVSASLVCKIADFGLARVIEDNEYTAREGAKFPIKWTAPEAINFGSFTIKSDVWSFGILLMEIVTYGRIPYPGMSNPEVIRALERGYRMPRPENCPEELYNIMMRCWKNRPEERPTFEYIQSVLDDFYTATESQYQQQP
FXIa inh: factor XIa (human) inhibition | 0.14% of 220,000 active | P03951 | AID 798 | inhibition, % at 5 µM | purified FXIa, Boc-Glu-Ala-Arg-AMC fluorogenic substrate;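 active means inhibition of at least 40%; inactive means inhibition below 40%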;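 further: fluorescence of freed AMC excited at 355 nm; 0% = enzyme without compound and 100% = no enzyme blank; many of its hits are not listed in these tables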
thrombin 1536: blocks human thrombin protease activity | inhibition, % at 5 µM | P00734 | alpha-thrombin, Boc-VPR-AMC fluorogenic substrate cleavage | 0.26% of 220,000 active;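 active means inhibition at or above 40%; inactive means inhibition below 40%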;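 further: 0% = enzyme with no compound and 100% = wells without enzyme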
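System: Human alpha-thrombin protein | Medium: pH 7.5 Tris (50 mM) with NaCl 150 mM, Tween 20 0.05% | Times: Enzyme reaction carried out at room temperature | Detection: AMC fluorescence, 355/460 nm | Evaluation: Percent inhibition scaled between no-compound controls and no-enzyme blanks | Benchmarks: Enzyme without compound as high, wells lacking enzyme as low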
FXIIa inh 1536: factor XIIa (human) inhibition. P00748. purified FXIIa, Boc-QGR-AMC fluorogenic substrate, 2 h. inhibition, % at 5 µM. 0.3% of 220,000 active; in the data active means inhibition above about 40%;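 further: 0% = enzyme with no compound and 100% = blank without enzyme; many of its hits are not listed in these tables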
Cl transport mod: KCC2 (human) Cl- transport modulation; Q9H2X9; KCC2 cells, thallium flux FluoZin-2 fluorescence; B-score of Tl+ flux slope (higher = more flux/activation; lower = inhibition) at 10 µM; 2.2% of 190,000 active; AID 1456;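 active means thallium flux slope and its plate-corrected score both differing from the plate sample mean at a set confidence after two filtering rounds, in either direction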;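 further: slope of fluorescence scaled to starting intensity during 10 to 20 s after thallium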
Rad51 HR inh: Rad51 (human) homologous recombination inhibition | Q06609 | hRad51 DNA strand exchange, fluorescence dequenching | inhibition, % at 10 µM | 0.085% of 200,000 active | AID 1385;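 active means inhibition above 40% at the single screening dose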;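 further: 0% = DMSO control wells and 100% = blanks with heterologous ssDNA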
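Material: Human Rad51 nucleoprotein filaments preassembled on unlabelled ssDNA | Also added: Labelled 47-mer dsDNA for strand exchange | Dosing: Single dose, 10 µM final compound | Schedule: 30-min compound preincubation and 15-min exchange, both room temperature | Technique: Fluorescence dequenching at 485/520 nm | Measure: Percent inhibition relative to plate controls and blanks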
KLK5 inh: kallikrein 5 (human) inhibition. inhibition, % at 5 µM. 0.59% of 210,000 active. Q9Y337. recombinant hK5, fluorogenic AMC substrate cleavage;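 active means inhibition of 40% or more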;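 further: 0% = enzyme controls without compound and 100% = no-enzyme blanks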
Target sequence (Q9Y337 67-293 limits assumed): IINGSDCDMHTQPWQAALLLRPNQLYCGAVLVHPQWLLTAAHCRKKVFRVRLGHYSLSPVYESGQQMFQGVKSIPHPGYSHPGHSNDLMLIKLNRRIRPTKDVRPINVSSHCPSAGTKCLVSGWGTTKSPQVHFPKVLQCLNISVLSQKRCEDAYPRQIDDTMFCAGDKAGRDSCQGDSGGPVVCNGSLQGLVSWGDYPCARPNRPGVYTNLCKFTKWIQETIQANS
zVAD death inh: L929 zVAD cell death inhibition. L929 zVAD necroptosis rescue, ATP luminescence, 24 h; with zVAD 60 µM. viability rescue, % at 10 µM. 0.38% of 220,000 active;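 active means activation, scaled between plate controls, above about 75%, limit read from the data; inactive means activation under that limit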;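 further: 0% = zVAD with DMSO and 100% = DMSO alone without zVAD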
Starred values were filed as active, the others as inactive; nt = not tested or not shown. The list is partial; rates above refer to the full screens.

SMILES	TNF necrop inh	Hck Nef HTS	FXIa inh	thrombin 1536	FXIIa inh 1536	Cl transport mod	Rad51 HR inh	KLK5 inh	zVAD death inh
CC(C)=C1C2CCC1C1C(=O)N(CCc3ccccc3)C(=O)C21 (stereo unspecified)	1.8	4	16	1	13	-0.7	2	-11	0.8
CC(C)=CC[N+]1(C)CCCCC1	0.4	2	0	-4	10	0.22	-5	-3	0.3
Cc1ccccc1NC(=S)NCc1cccn1C	-2.5	2	-10	-6	2	0.32	-6	-17	-0.2
COc1cccc(N2CCN(C(=O)c3ccc(N4C(=O)NC5CC4(C)Oc4ccccc45)cc3)CC2)c1 (stereo unspecified)	-5.4	1	3	-1	15	nt	nt	0	0.8
CC(C)C(=O)NC(NCC1CCCO1)C(Cl)(Cl)Cl (stereo unspecified)	-2.4	-1	-13	-7	-5	0.62	3	-12	0.1
COc1ccc(C[C@H]2CN3C(=NC[C@H]3C)N2CCNC(=O)CCC2CCCCC2)cc1	2.9	-9	-1	0	4	0.45	10	-1	-0.7
O=C(NCCSc1c[nH]c2ccccc12)c1c(F)cccc1F	0.6	-1	3	-1	9	-1.9	0	1	-0.1
COc1ccc(/C(C)=N/Nc2nc3ccccc3nc2C)cc1	-11	18	0	-3	1	0.25	-1	1	0.3
CCCN(CCC)CCNC(=O)C1c2ccccc2C(=O)N(CCOC)C1c1ccc(F)cc1 (stereo unspecified)	0.9	-1	20	-4	16	-1.2	-5	-9	-0.1
O=c1nc(N2CCOCC2)nc2n1CCO2	-1.7	6	3	3	3	0.24	nt	-5	0.0
CC(=O)c1ccc(N2CCCCCC2)c(F)c1	0.6	2	-5	-2	10	-0.056	0	-5	0.6
COc1ccc(CNC(=O)Cn2cncn2)cc1OC	0.1	5	-4	-11	6	0.13	-1	-5	-0.7
COC(=O)c1ccccc1NC(NC(=O)c1ccco1)C(=O)c1ccc(C)cc1 (stereo unspecified)	-2.5	3	1	-1	10	-0.64	3	-8	-0.1
CCNC(=O)O/N=C(\C)c1sc(-c2ccc(Cl)cc2)nc1C	0.3	-3	18	2	24	-1.7	-3	-17	-0.2
CCOC(=O)C1CCN(C(c2cc3c(C)ccc(C)c3[nH]c2=O)c2nnnn2C2CCCCC2)CC1 (stereo unspecified)	-8.3	2	-2	0	6	nt	1	-6	-0.2
Cc1ccc(CN2C3=NCCCN3c3ccccc32)cc1	-1.5	0	11	21	16	nt	-7	22	-0.6
CCOC(=O)N1CCN(C(=O)c2cnc(Nc3ccccc3OC)c3ccccc23)CC1	-5.8	1	-8	1	13	-0.49	-4	7	-0.7
O=C(CS(=O)(=O)c1ccccc1)N1CCc2ccccc21	-0.1	0	-5	6	-3	-0.58	2	-17	1.0
CCCCN(CCCC)S(=O)(=O)c1ccc(N2CCCC2=O)c([N+](=O)[O-])c1	-3.7	1	nt	nt	nt	-0.66	-2	nt	-0.1
CCN(CC)C(=O)CSc1nc2ccccc2o1	0.2	7	8	3	10	0.66	-2	-8	-0.3
COc1ccccc1CCc1nnc(CCC(=O)NC(C)Cn2nc(C)cc2C)o1 (stereo unspecified)	1.2	19	-3	-2	1	nt	-14	10	-0.7
CCOC(=O)c1cnc(-n2nc(C)cc2C)nc1-n1nc(C)cc1C	0.3	-12	4	2	10	0.98	0	-6	-1.0
NNC(=O)c1ccc(-c2ccccc2F)cc1	-0.8	0	1	2	4	1.2	3	2	-0.2
Cc1ccc(C)c(Cn2c(=O)n(CCC(=O)NCc3ccco3)c(=O)c3ccccc32)c1	-1.4	-6	4	-1	-1	0.43	nt	3	-1.4
CCSc1nc(O)c(C2OC(=O)c3c2ccc(OC)c3OC)c(=O)n1CC (stereo unspecified)	-0.1	8	7	4	15	0.93	-8	-10	1.6
Next part.
SMILES	TNF necrop inh	Hck Nef HTS	FXIa inh	thrombin 1536	FXIIa inh 1536	Cl transport mod	Rad51 HR inh	KLK5 inh	zVAD death inh
COc1c(C)cc(Br)cc1C(=O)Nc1ccc(Cc2ccncc2)cc1	2.4	14	-5	1	13	-2.4	2	0	38
COc1ccc(-c2cc(C(=O)N(C)Cc3ccccc3)no2)cc1OC	5.3	0	2	0	4	-3.3	6	-7	-0.1
CCNC(=O)c1c(NC(C)=O)sc2c1CCCC2	-1.4	0	1	-1	14	-0.054	5	-1	0.1
CC(=O)NC12CC3CC(C1)CC(C(=O)OCC(=O)NC(=O)c1cccn1C)(C3)C2	-1.2	5	18	-8	0	0.34	1	-23	-0.1
Oc1c(C=NCc2ccc(F)cc2)[nH]c2ccc(Br)c(Cl)c12	-4.7	1	6	-2	17	nt	-3	-1	-0.4
O=C(CSCC(=O)OCC(=O)c1ccc(Br)cc1)Nc1cccc2ccccc12	-2.5	1	-1	-1	12	-0.37	2	-1	0.1
CC(C)CC(=O)Nc1ccc2c3c(cccc13)CC2	2.5	3	-9	-8	-3	0.44	-2	-6	0.7
Cc1ccccc1NC(=O)c1ccc2c(c1)C(=O)N(CCC(C)C)C2=O	0.4	0	-1	-7	3	0.96	18	-23	-0.6
CS(=O)(=O)N(CC(=O)NCc1ccncc1)C1CCCCC1	-0.5	15	-4	2	1	0.94	nt	-3	0.1
COc1ccc(CC(NC(C)=O)C(=O)NC2CCN(c3nc(C)cc(C)c3C#N)CC2)cc1OC (stereo unspecified)	0.3	-24	-6	-10	nt	0.17	6	-7	5.7
Cc1cnc(C)c(N2CCC(C(=O)NCc3ccco3)CC2)n1	0.5	1	-1	-7	8	1.3	6	-12	-0.2
Cc1cc2ccccc2n1CCNC(=O)c1cccs1	-2.1	1	5	-1	6	nt	3	-3	0.8
CC(c1ccccc1)n1c(Cn2ncc3ccccc3c2=O)n[nH]c1=S (stereo unspecified)	-1.2	6	-2	0	6	-0.13	-4	-6	0.2
COCCNC(=O)c1ccc2c(=O)n(Cc3ccco3)c(SCC(=O)NC3CCCCC3)nc2c1	-0.9	2	-6	-1	-4	-0.012	-11	9	0.0
COc1cccc(-c2ccc(C#N)c(OC(=O)c3ccc(Cl)cc3)n2)c1	0.0	4	-4	-4	-1	nt	4	-64	-0.3
O=C(N1CCN=C1SCc1cccnc1)C12CC3CC(CC(C3)C1)C2	-8.1	2	1	4	15	nt	1	-3	3.8
Cn1cc(C(=O)c2ccc(Cl)cc2Cl)cc1C(=O)N/N=C(\N)COc1ccccc1	-2.2	1	-8	18	-1	-1.5	-10	-4	0.5
CCOc1ccccc1C(=O)N1CCN=C1SCc1cccnc1	-2.8	0	-3	-1	10	nt	-10	-5	-0.2
COC(=O)c1ccc(OC)c(CSc2nnc(COc3ccc(Cl)cc3)o2)c1	-1.5	1	-9	3	-7	-0.87	-4	-11	-0.1
Cc1ccc(-n2nc(C)c3onc(C)c3c2=O)cc1	1.2	12	-13	-1	5	0.011	-13	18	-0.4
CCCCC(=O)OCC(=O)Nc1ccc(SC(F)F)cc1	-0.8	-13	0	-2	16	-0.86	4	0	-0.2
CCOc1ccc(-c2nc(C)sc2CC(=O)O)cc1	0.7	-4	7	8	8	0.15	-20	8	-0.5
O=[N+]([O-])c1ccc(N2CCOCC2)nc1	-0.4	-1	3	0	16	nt	-4	6	-0.3
CCc1cccc(Nc2c3c(nc4ncnn24)CCC3)c1	-1.9	13	2	-3	12	-0.42	1	2	-1.4
COC(=O)CC1C(=O)NCCN1C(=O)Nc1ccc(Cl)cc1 (stereo unspecified)	0.0	2	-4	-6	5	0.31	-9	0	-0.1

In the list so far, these have a furan ring, fused or not.
SMILES	TNF necrop inh	Hck Nef HTS	FXIa inh	thrombin 1536	FXIIa inh 1536	Cl transport mod	Rad51 HR inh	KLK5 inh	zVAD death inh
COC(=O)c1ccccc1NC(NC(=O)c1ccco1)C(=O)c1ccc(C)cc1 (stereo unspecified)	-2.5	3	1	-1	10	-0.64	3	-8	-0.1
Cc1ccc(C)c(Cn2c(=O)n(CCC(=O)NCc3ccco3)c(=O)c3ccccc32)c1	-1.4	-6	4	-1	-1	0.43	nt	3	-1.4
Cc1cnc(C)c(N2CCC(C(=O)NCc3ccco3)CC2)n1	0.5	1	-1	-7	8	1.3	6	-12	-0.2
COCCNC(=O)c1ccc2c(=O)n(Cc3ccco3)c(SCC(=O)NC3CCCCC3)nc2c1	-0.9	2	-6	-1	-4	-0.012	-11	9	0.0

Compound profiles, as listed above. Order of values: TNF necrop inh | Hck Nef HTS | FXIa inh | thrombin 1536 | FXIIa inh 1536 | Cl transport mod | Rad51 HR inh | KLK5 inh | zVAD death inh
COC(=O)c1ccc(OC)c(CSc2nnc(COc3ccc(Cl)cc3)o2)c1 is entered as -1.5 | 1 | -9 | 3 | -7 | -0.87 | -4 | -11 | -0.1
CC(C)CC(=O)Nc1ccc2c3c(cccc13)CC2 is entered as 2.5 | 3 | -9 | -8 | -3 | 0.44 | -2 | -6 | 0.7

The list goes on:
SMILES	TNF necrop inh	Hck Nef HTS	FXIa inh	thrombin 1536	FXIIa inh 1536	Cl transport mod	Rad51 HR inh	KLK5 inh	zVAD death inh
COc1cccc(Nc2c(F)c(OC)c(F)c(F)c2C(=O)O)c1	0.2	0	-1	-1	13	nt	-2	-13	2.3
COc1ccccc1C1CC(c2ccc(C)cc2)Nc2ncnn21 (stereo unspecified)	-3.2	0	3	-5	18	0.45	3	-13	-0.7
O=C(CN1CCC(NC(=O)c2ccco2)CC1)Nc1ccccc1[N+](=O)[O-]	0.0	16	-2	-5	8	-0.14	-6	2	8.4
Cc1ccc(C)c(SCC(=O)Nc2ccc(S(=O)(=O)Nc3ncccn3)cc2)c1	-1.1	-4	0	3	11	-0.35	-1	-3	-0.1
Cc1ccc(-c2nnc(SCC(=O)NC(=O)Nc3ccc(C)cc3C)n2N)cc1	1.4	2	-5	-4	-1	0.62	-8	-4	0.7
CCc1ccc(Nc2cnn(C34CC5CC(CC(CC(=O)O)(C5)C3)C4)c(=O)c2Cl)cc1	0.6	25	-2	5	8	0.44	-2	0	2.6
O=C(Cn1c(/C=C/c2ccccc2)nc2ccccc21)Nc1ccc(F)cc1	2.5	1	21	10	40*	-0.47	-1	16	-1.0

Shown as a hit in FXIIa inh 1536, among the entries above:
canonical_smiles | Hck Nef HTS | FXIa inh | thrombin 1536 | FXIIa inh 1536 | Cl transport mod | Rad51 HR inh | KLK5 inh
O=C(Cn1c(/C=C/c2ccccc2)nc2ccccc21)Nc1ccc(F)cc1 | 1 | 21 | 10 | 40* | -0.47 | -1 | 16
